Compound activity (PubChem)
M4 antag: human M4 muscarinic receptor antagonists, primary screen, CHO cells, Fluo-8 calcium fluorescence. AID 624125, 2012. hit rate 0.73% among 360,000. CHO-hM4 cells, ACh EC80. inhibition, % at 3 µM. Muscarinic acetylcholine receptor M4 (Homo sapiens), P08173;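 active = inhibition above its plate's cutoff, the mean inhibition of sample wells plus 3 SD, cut at about 27% in these data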;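 also: 0% = acetylcholine EC80 with DMSO and 100% = DMSO without agonist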
CHO parental Ca: ATP-evoked calcium signal inhibitors, parental CHO, primary screen, counter-screen for OX1R antagonist project, cell-based, fluorescence, Fluo-8 calcium dye; parental CHO-K1, ATP-induced calcium, Fluo-8 fluorescence; inhibition, % at 5.6 µM; hit rate 0.63% among 330,000; AID 463079, 2010;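 active = inhibition above that plate's mean sample inhibition plus 3 SD, cut at about 26% in these data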;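 also: 0% = ATP-challenged DMSO wells and 100% = DMSO wells without ATP; some compounds past the cut are filed as inactive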
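Measured by: calcium-sensitive Fluo-8 fluorescence / Test system: CHO parental line / Controls: ATP-challenged DMSO wells low, unchallenged DMSO wells high / Measure: % inhibition / Compound: single nominal dose of 5.6 µM per compound / Replicates: single well per compound, no replicates / Reagent: ATP as calcium-mobilizing challenge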
CHO-K1 Ca ag: counter-screen for M1 agonists: effect in parental CHO-K1 cells; hit rate 0.48% among 360,000; Fluo-8 calcium fluorescence; scaled to maximal ATP response, vehicle zero; activation, % at 3 µM; AID 602248, 2012; in the data active = activation above about 15%;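 also: untransfected CHO-K1 host cells lacking M1 receptor as counterscreen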
CHRM1 PAM: human M1 muscarinic receptor positive allosteric modulators, primary screen, CHO-K1 cells, Fluo-8 calcium fluorescence, 1536-well | Muscarinic acetylcholine receptor M1 (Homo sapiens), P11229 | CHO-K1 hM1, ACh EC20; 0% = ACh EC20, 100% = maximal ACh | activation, % at 3 µM | hit rate 0.088% among 360,000 | AID 588819, 2011; in the data active = activation above about 19%, passing the limit was not always enough
Target sequence (P11229 whole entry, looked up): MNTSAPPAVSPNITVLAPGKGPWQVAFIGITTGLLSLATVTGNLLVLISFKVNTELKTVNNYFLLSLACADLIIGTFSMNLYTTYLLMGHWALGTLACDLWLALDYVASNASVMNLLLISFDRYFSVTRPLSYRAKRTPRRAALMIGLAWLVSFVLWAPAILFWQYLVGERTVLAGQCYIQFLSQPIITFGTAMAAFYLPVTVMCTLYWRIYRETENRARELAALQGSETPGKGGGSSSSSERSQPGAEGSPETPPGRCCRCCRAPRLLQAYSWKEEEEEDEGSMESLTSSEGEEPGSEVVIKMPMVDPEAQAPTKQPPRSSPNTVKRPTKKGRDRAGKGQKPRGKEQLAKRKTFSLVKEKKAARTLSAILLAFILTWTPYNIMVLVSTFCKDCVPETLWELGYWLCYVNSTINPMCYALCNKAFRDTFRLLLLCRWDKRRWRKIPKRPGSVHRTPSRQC
M1 ag: human M1 muscarinic receptor agonists, primary screen, Fluo-8 calcium fluorescence, CHO-K1 cells, HTS; Muscarinic acetylcholine receptor M1 (Homo sapiens), P11229; CHO-K1 hM1, agonist mode; 0% DMSO, 100% acetylcholine EC100; activation, % at 3 µM; hit rate 0.33% among 360,000; AID 588814, 2011;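 active = activation above the run's mean compound activation plus 3 SD, cut at about 16% in these data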;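 also: peak over basal fluorescence ratio within a 140 s kinetic read after compound addition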
CHO-K1 Ca antag: nonselective inhibitor or artifact in parental CHO-K1 cells | ATP-induced calcium, Fluo-8 fluorescence | hit rate 0.6% among 360,000 | inhibition, % at 3 µM;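 active = inhibition above a per-plate cutoff, the plate's mean sample inhibition plus 3 SD, cut at about 24% in these data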;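 also: 0% = DMSO plus EC80 ATP and 100% = DMSO alone without ATP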
M4 ag: human M4 muscarinic receptor agonists, primary screen, CHO-K1 cells, Fluo-8 calcium fluorescence; Muscarinic acetylcholine receptor M4 (Homo sapiens), P08173; CHO-K1 hM4/Gqi5; vehicle 0%, full acetylcholine response 100%; activation, % at 3 µM; hit rate 0.14% among 360,000; AID 624127, 2012;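 active = activation above the run mean over all test wells plus 3 SD, cut at about 32% in these data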;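 also: peak over basal fluorescence ratio per well then scaled between controls; 0% = DMSO wells and 100% = acetylcholine at EC100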
OXTR potentiator: human OXTR potentiators, primary screen, fluorescence, CHO-OTR cells, Fluo-8 calcium | Oxytocin receptor (Homo sapiens), P30559 | Fluo-8 calcium fluorescence, potentiator mode; 0% = oxytocin EC15, 100% = EC100 | activation, % at 3 µM | hit rate 0.061% among 320,000 | AID 2445, 2010;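 active = activation above that plate's cutoff, the mean activation of tested compounds plus 3 SD, cut at about 6.6% in these data, passing the limit was not always enough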;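 also: 100% uses oxytocin at 75 nM as the full agonist control; some results filed as inactive read as strong as hits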
Target sequence (P30559 whole entry, looked up): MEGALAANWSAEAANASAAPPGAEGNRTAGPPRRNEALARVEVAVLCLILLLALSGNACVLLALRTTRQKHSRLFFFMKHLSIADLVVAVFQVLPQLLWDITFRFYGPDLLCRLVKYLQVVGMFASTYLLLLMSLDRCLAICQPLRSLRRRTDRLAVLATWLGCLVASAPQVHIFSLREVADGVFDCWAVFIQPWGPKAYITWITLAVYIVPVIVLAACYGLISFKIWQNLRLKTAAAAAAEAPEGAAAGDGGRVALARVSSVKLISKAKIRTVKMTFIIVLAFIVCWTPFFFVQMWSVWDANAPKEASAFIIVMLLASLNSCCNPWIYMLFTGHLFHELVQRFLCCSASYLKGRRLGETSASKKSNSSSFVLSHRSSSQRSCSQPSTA
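test system = CHO-OTR cells, human receptor | compound = single-point 3.0 µM | schedule = 6 min compound pre-incubation at room temperature, 100 s kinetic read | signal = Fluo-8 no-wash calcium dye fluorescence, excitation 470-495 nm, emission 515-575 nm | repeats = single well per compound, singlicate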
M1 antag: human M1 muscarinic receptor antagonists, primary screen, CHO-K1 cells, Fluo-8 calcium fluorescence, 1536-well; CHO-K1 hM1, ACh EC80 antagonist; hit rate 1.3% among 360,000; inhibition, % at 3 µM;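 active = percent inhibition above its own plate's cutoff, namely the mean of that plate's compound wells plus 3 SD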;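 also: peak over basal fluorescence ratio during 140 s after agonist addition; 0% = ACh EC80 plus DMSO and 100% = DMSO alone without agonist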
The depositor's hits bear a star; . = not tested or not shown.

SMILES | M4 antag | CHO parental Ca | CHO-K1 Ca ag | CHRM1 PAM | M1 ag | CHO-K1 Ca antag | M4 ag | OXTR potentiator | M1 antag
Cn1c(SCC(=O)Nc2ccc(C(=O)O)cc2)nc2scc(-c3ccccc3Cl)c2c1=O | 11 | -3 | -0.6 | -6 | -2 | 3 | 0 | 2 | 7
COCCn1c(C)cc(C(=O)CSc2nc(C)cc(C)c2C#N)c1C | 1 | 10 | 4.1 | -9 | -3 | -3 | 4 | -20 | 12
CCn1cc(C(=O)NCCCOC(C)C)c(=O)c2cc(S(=O)(=O)N3CCCC3)ccc21 | 3 | -10 | 0.2 | 17 | 6 | 15 | 1 | -8 | -1
CCOC(=O)c1cc(NC(=O)Cc2ccc(S(=O)(=O)N3CCOCC3)s2)cc(C(=O)OCC)c1 | 20 | -9 | 6.5 | -10 | -2 | 11 | 20 | -12 | 29
Cc1cc(OC(C)C(=O)Nc2ccc(S(=O)(=O)Nc3onc(C)c3C)cc2)cc(C)c1Cl (stereo not given) | 0 | -1 | -0.3 | -4 | -6 | 9 | 0 | 6 | 12
CCOC(=O)Cn1c(CN2CCN(C(=O)c3ccco3)CC2)nc2c1c(=O)n(C)c(=O)n2C | 2 | -3 | 0.2 | 0 | -4 | -9 | 0 | -1 | -3
O=c1[nH]c2ccc(NCc3ccc(F)cc3)cc2[nH]1 | -4 | -3 | 1.3 | 11 | -2 | 2 | 2 | -16 | -8
O=C(C1=C(O)C(=O)N(CCOCCO)C1c1cccs1)c1cccs1 (stereo not given) | -2 | 0 | 0.6 | 7 | -2 | -6 | 1 | -4 | -26
O=C(NCc1ccncc1)C(=O)NCC1OCCCN1S(=O)(=O)c1cc(F)ccc1F (stereo not given) | -6 | 11 | 0.5 | -2 | -4 | 5 | 3 | -3 | 6
CCCC(CCC)C(=O)OC1C[C@H]2CC[C@@H](C1)[N+]2(C)C (stereo not given in full) | 99* | 1 | -0.3 | -26 | -7 | -1 | 0 | -3 | 98*
O=C(N/N=C/c1ccncc1)c1ccc(NS(=O)(=O)c2cccs2)cc1 | -1 | -9 | 0.6 | -1 | -5 | -4 | -1 | 1 | 8
CC1CCc2nc(NC(=O)Cc3cccs3)sc2C1 (stereo not given) | 2 | -20 | 0.1 | 1 | -2 | -7 | 0 | -4 | -23

Reprinted from the part before: 4 entries; new compounds follow.
SMILES | M4 antag | CHO parental Ca | CHO-K1 Ca ag | CHRM1 PAM | M1 ag | CHO-K1 Ca antag | M4 ag | OXTR potentiator | M1 antag
O=C(NCc1ccncc1)C(=O)NCC1OCCCN1S(=O)(=O)c1cc(F)ccc1F (stereo not given) | -6 | 11 | 0.5 | -2 | -4 | 5 | 3 | -3 | 6
CCCC(CCC)C(=O)OC1C[C@H]2CC[C@@H](C1)[N+]2(C)C (stereo not given in full) | 99* | 1 | -0.3 | -26 | -7 | -1 | 0 | -3 | 98*
O=C(N/N=C/c1ccncc1)c1ccc(NS(=O)(=O)c2cccs2)cc1 | -1 | -9 | 0.6 | -1 | -5 | -4 | -1 | 1 | 8
CC1CCc2nc(NC(=O)Cc3cccs3)sc2C1 (stereo not given) | 2 | -20 | 0.1 | 1 | -2 | -7 | 0 | -4 | -23
COc1ccc(CNC(=O)CSc2nn3c(=O)c(C(C)(C)C)nnc3s2)cc1OC | -3 | -19 | 2.9 | -1 | -4 | -8 | 4 | 1 | 8
CCN(CC)CCCNC(=O)c1ccc(OCC(=O)Nc2ccccc2C(F)(F)F)c(OC)c1 | -1 | -12 | 3.2 | 4 | -13 | 0 | 2 | -4 | -5
O=C(NCc1ccco1)Nc1cccc([N+](=O)[O-])c1 | 7 | . | 6.8 | 1 | 0 | -12 | 6 | . | -7
CCCN1C(=O)c2ccccc2NC1c1ccc(OC)cc1O (stereo not given) | 9 | -13 | 0.2 | 5 | -5 | 19 | 0 | -15 | -1
CC(=O)Nc1cccc(-c2ccnc3c2CC(C)(C(=O)NCc2ccncc2)O3)c1 (stereo not given) | -8 | . | 0.5 | 3 | -1 | -14 | 0 | . | -4
O=C(NC1CC2CCC(C1)N2C(=O)NC1CCCCC1)NC12CC3CC(CC(C3)C1)C2 (stereo not given) | -3 | -9 | -0.3 | 5 | -2 | 0 | 0 | -8 | -9
COc1cccc(CNc2nc3cc(-c4ccc(F)cc4)sc3c(=O)n2C)c1 | -12 | . | 0.4 | 5 | -1 | -5 | 1 | . | -11
C=CCn1c(C)nc2ccccc2c1=O | 6 | -15 | 2.0 | 3 | -9 | -7 | 1 | -2 | 2
O=C(Nc1nc(-c2ccc(F)cc2)cs1)C1CCCO1 (stereo not given) | 9 | -4 | 4.2 | 7 | -6 | -14 | 2 | -7 | -15
CCN(CC)C(=O)C1=C(C)NC(=S)NC1c1cn(-c2ccccc2)nc1-c1ccc(Cl)cc1 (stereo not given) | 0 | -27 | 1.1 | 4 | -6 | -6 | 0 | -7 | -6
CSc1nnc(-c2cnccn2)n1CCCN1CCCC1=O | 9 | -4 | 0.2 | 11 | -4 | -10 | 1 | 0 | -10
Cc1ccc(S(=O)(=O)N2CCC(C(=O)NCc3ccccc3CN3CCCC3)CC2)cc1 | 8 | -21 | 0.3 | -23 | -8 | -3 | 2 | 0 | 35*
Cc1c(C(c2cc(O)ccc2O)c2c(C)n(C)n(-c3ccccc3)c2=O)c(=O)n(-c2ccccc2)n1C | -5 | . | 0.5 | -25 | -8 | 2 | 0 | . | 23
COc1cccc(OCCOCC(O)CN2CCN(Cc3ccc(Cl)cc3)CC2)c1 (stereo not given) | -12 | -18 | 1.9 | 3 | -8 | 1 | 6 | -11 | -6
Cc1nc(-c2ccccc2)nn1-c1ccc([N+](=O)[O-])cc1 | -4 | -1 | 0.2 | 17 | -1 | 7 | 1 | 2 | -16
O=C(Nc1ccccc1F)c1cc2nc(C(F)F)cc(C(F)F)n2n1 | -14 | -5 | 0.2 | 3 | -7 | -1 | -1 | -1 | -2
O=C(NCc1ccc(Cl)c(Cl)c1)c1cccnc1 | -13 | -5 | 0.4 | -2 | -2 | 2 | 5 | -6 | 8
CCC12CC1(C(=O)OC)C(=O)N1CCc3c([nH]c4ccccc34)C12 (stereo not given) | 3 | . | 5.9 | -7 | 4 | 6 | 7 | . | 6
O=C(O)C(Cc1c[nH]c2ccccc12)NS(=O)(=O)c1cccc(Cl)c1Cl (stereo not given) | 0 | -11 | 0.6 | 7 | -3 | -18 | 0 | -18 | -15
CCCc1nc([N+](=O)[O-])c(S(=O)(=O)c2ccccc2)n1CC(C)C | 6 | -8 | 1.1 | 12 | -10 | -7 | 2 | 6 | -12
Cc1ccc(CCNC(=O)C2CCN(S(=O)(=O)c3c(C)nn(C)c3C)CC2)cc1 | -4 | -11 | 1.1 | 9 | -5 | -19 | 4 | 2 | -10
Cc1cc(C)nc(N/N=C/c2ccccc2OCc2ccc([N+](=O)[O-])cc2)n1 | 23 | -16 | 2.0 | -12 | -6 | 18 | 2 | -10 | 20
COc1ccc(Oc2c(Cl)cnn(-c3ccc(Cl)c(Cl)c3)c2=O)cc1 | -1 | 52* | 1.0 | 6 | -3 | -6 | 0 | -12 | -9
COc1ccc(-c2nc(-c3ccc(NC(=O)c4ccncc4)cc3)no2)cc1OC | 1 | 26 | 4.4 | -21 | 0 | 8 | 19 | -10 | 39*
Cc1ccnc2nc(C(=O)OCC(=O)NC3CCC(C)CC3)nn12 (stereo not given) | -1 | -4 | 0.4 | 8 | -4 | -7 | 0 | -9 | -13
CCOC(=O)[C@@H]1[C@H]2COc3ccccc3[C@@H]2N2C(=O)N(c3ccc(F)cc3)C(=O)[C@@]12C | -7 | -12 | -0.1 | 13 | -6 | -15 | 0 | -3 | -9
COc1ccc(CNC(=O)CN(C(=O)CCC(=O)Nc2ccccn2)c2cc(C)ccc2C)cc1 | 11 | -18 | 0.5 | 0 | -3 | 10 | 5 | -11 | 1
COc1ccc(/C=C/C(=O)Nc2ccc(C)cc2)cc1S(=O)(=O)N1CCOCC1 | -1 | -12 | 3.2 | 0 | -3 | -12 | 2 | -4 | -16
NC(=O)CC(c1ccccc1)c1ccc2c(c1)OCO2 (stereo not given) | -3 | . | 1.4 | 12 | 1 | -9 | 1 | . | -17
FC(F)(F)c1cccc(NC(=S)NC(c2ccccc2)c2ccccc2)c1 | 12 | 23 | 3.7 | -10 | -4 | 16 | 14 | -9 | 18
COCCNc1c2c(nc3ccccc13)CCC2 | 1 | -8 | 0.2 | 2 | -9 | -1 | 0 | -20 | -7
Cn1nnnc1SCC1=C(C(=O)O)N2C(=O)C(NC(=O)Cn3nc(C(F)F)cc3C3CC3)C2SC1 (stereo not given) | 1 | 11 | 0.7 | 8 | -4 | -12 | 0 | -6 | -5
COc1cccc(C(c2c(N)n(C)c(=O)n(C)c2=O)C(C)[N+](=O)[O-])c1 (stereo not given) | -2 | 10 | 0.9 | 2 | -1 | -2 | 4 | -6 | -9
O=C(Nc1cccc(C(F)(F)F)c1)C(Sc1n[nH]c(=O)[nH]c1=O)c1ccccc1 (stereo not given) | 4 | -4 | 1.2 | 0 | -4 | -17 | 0 | 0 | -23
CC1CCCN(C(=O)CCNS(=O)(=O)c2ccc3c(c2)c(=O)n(C)c(=O)n3C)C1 (stereo not given) | -1 | -19 | 0.6 | 17 | 3 | -12 | 1 | -3 | -9
COc1cc(NC(=O)c2ccc(N3CCCC3=O)cc2)cc(OC)c1 | -7 | -14 | 0.2 | 13 | 6 | 7 | 1 | -1 | 2
Cc1ccc2nc(/C=C/c3cccc(F)c3)ccc2c1 | 0 | -20 | 0.7 | 7 | -6 | -11 | -1 | -6 | -15
CCn1cc(C=O)c2cc(S(=O)(=O)N3CCOCC3)ccc21 | 26* | -6 | 0.2 | 2 | 0 | -3 | 2 | 5 | 0
Cc1onc(-c2ccccc2Cl)c1NC(=O)NCc1cccs1 | -7 | -13 | 0.7 | 3 | -2 | -12 | 0 | -6 | -5
O=C(NCc1ccccc1)C(=O)c1cn(CC(=O)N2CCOCC2)c2ccccc12 | -3 | -9 | 4.1 | 16 | 1 | -4 | 2 | -8 | -10
CCCCC(=O)N(Cc1ccc2c(c1)OCO2)Cc1nc2ccccc2c(=O)[nH]1 | -5 | -22 | 1.1 | 7 | -5 | -6 | 5 | -19 | -8
O=C(NC1CC(=O)N(c2ccc(F)cc2)C1)C(=O)c1c[nH]c2ccccc12 (stereo not given) | -1 | 1 | 3.8 | 0 | -1 | 0 | 2 | -13 | 9
CCC1(CC)C(=O)NC(=O)NC1=S | 1 | . | -0.1 | -14 | -8 | -4 | 1 | . | 13
